# GC-A act – GC-A (human) enzyme activation | P16066 | HEK293 GC-A cells, cGMP TR-FRET, EC30 ANP; 0% at EC30 ANP, 100% saturating ANP | activation, % at 10 µM | 370,000 compounds, 0.14% hits | AID 1671463; in the data active = activation above about 40%
# KLK7 zymogen act – proKLK7 (human) activation, primary screen; P49862; purified proKLK7, EDANS-DABCYL substrate fluorescence; 100% is mature enzyme control, 0% vehicle; activation, % at 7 µM; 370,000 compounds, 0.9% hits;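 active = activation above the mean of all tested compounds plus 3 SD, computed per campaign excluding outliers beyond control limits, cut at about 13% in these data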
# rCAG RNA binder – r(CAG) repeat RNA binding. TO-PRO-1 dye displacement fluorescence. inhibition, % at 3 µM. 370,000 compounds, 1.3% hits;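 active = inhibition above the plate cutoff, the mean of all test compounds on that plate plus 3 SD, cut at about 35% in these data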;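 also: 0% = DMSO alone and 100% = 100 µM mitoxantrone as full dye displacement; higher means more dye released from RNA so lower well fluorescence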
# sPLA2-III inh – Blocks human group III sPLA2 activity; QFRET BODIPY PC-A2 liposome hydrolysis, fluorescence; inhibition, % at 12.2 µM; 370,000 compounds, 0.56% hits;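 active = inhibition above mean plus 3 SD of compounds lying within the high and low control bounds, cut at about 19% in these data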;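 also: 0% = median of test compound wells and 100% = no enzyme DMSO wells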
# GC-B act – GC-B (human) receptor activation; 370,000 compounds, 0.11% hits; activation, % at 10 µM; HEK293-GC-B cells, CNP EC30, cGMP TR-FRET; 0% at EC30 CNP, 100% saturating CNP;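 active = activation at 10 µM reaching about 35% in either raw or pattern-adjusted values, limit read from the data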
# ADAM10 inh – inhibitors of human ADAM10; O14672; recombinant ADAM10, EDANS/DABCYL FRET peptide cleavage, 3 h; inhibition, % at 7 µM; 370,000 compounds, 0.62% hits;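 active = inhibition above a per-campaign cutoff equal to the mean of compounds falling between control-based bounds plus 3 SD, cut at about 20% in these data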;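 also: 0% = DMSO wells while the 100% control is not disclosed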
# ARFGAP1 inh – inhibits rat ARF GTPase activating protein 1; Arfgap1-stimulated ARF1 GTP hydrolysis, GDP FP detection; 360,000 compounds, 0.26% hits; inhibition, % at 16.5 µM; Q62848;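 active = inhibition above a per-plate limit, mean inhibition of low control wells plus 3 SD, cut at about 25% in these data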;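 also: 0% = DMSO wells with enzyme and 100% = wells lacking Arfgap1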
#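 Repeats: one replicate per compound; assay system: rat Arfgap1 catalytic domain, aa 1-136; times: enzyme reaction 120 min at 25 °C after 20 min preincubation; detection: FP of antibody-bound GDP Alexa 633 tracer, ex 620/em 688 nm; benchmarks: high control wells lacking Arfgap1, low control full reaction with DMSO; reagent: human ARF1(Δ1-17)-GTP substrate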
# ASAP1 GAP inh – inhibitors of human ASAP1 ArfGAP activity; AID 624377; ASAP1-stimulated ARF1 GTP hydrolysis, GDP FP detection; Q9ULH1; inhibition, % at 16.5 µM; 360,000 compounds, 0.19% hits; in the data active = inhibition above about 25%;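 also: 0% = vehicle with enzyme and substrate and 100% = no enzyme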
# Target sequence (Q9ULH1 325-724 limits assumed): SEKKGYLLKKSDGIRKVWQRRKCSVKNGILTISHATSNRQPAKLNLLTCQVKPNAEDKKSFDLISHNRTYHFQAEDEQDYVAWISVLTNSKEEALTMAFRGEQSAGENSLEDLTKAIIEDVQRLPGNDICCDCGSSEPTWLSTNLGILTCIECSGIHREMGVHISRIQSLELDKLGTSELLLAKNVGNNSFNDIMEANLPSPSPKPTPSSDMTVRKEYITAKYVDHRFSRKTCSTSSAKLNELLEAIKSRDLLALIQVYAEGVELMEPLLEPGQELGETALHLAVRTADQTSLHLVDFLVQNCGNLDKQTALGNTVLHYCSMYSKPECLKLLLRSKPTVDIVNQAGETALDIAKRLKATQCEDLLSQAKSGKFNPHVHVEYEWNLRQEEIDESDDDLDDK
# Tn6 DDE FP – DD(E)-Tn6 binding inhibition, primary FP screen | P02675 | Fibrin DD(E) TRITC-Tn6 fluorescence polarization displacement | inhibition, % at 8.3 µM | 370,000 compounds, 0.21% hits;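 active = inhibition above a per-campaign cutoff: mean of compounds within control limits plus 3 SD, cut at about 15% in these data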;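 also: 0% = median of all compound wells on the plate and 100% = blocking peptide control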
# Target sequence (P02675 whole entry, looked up): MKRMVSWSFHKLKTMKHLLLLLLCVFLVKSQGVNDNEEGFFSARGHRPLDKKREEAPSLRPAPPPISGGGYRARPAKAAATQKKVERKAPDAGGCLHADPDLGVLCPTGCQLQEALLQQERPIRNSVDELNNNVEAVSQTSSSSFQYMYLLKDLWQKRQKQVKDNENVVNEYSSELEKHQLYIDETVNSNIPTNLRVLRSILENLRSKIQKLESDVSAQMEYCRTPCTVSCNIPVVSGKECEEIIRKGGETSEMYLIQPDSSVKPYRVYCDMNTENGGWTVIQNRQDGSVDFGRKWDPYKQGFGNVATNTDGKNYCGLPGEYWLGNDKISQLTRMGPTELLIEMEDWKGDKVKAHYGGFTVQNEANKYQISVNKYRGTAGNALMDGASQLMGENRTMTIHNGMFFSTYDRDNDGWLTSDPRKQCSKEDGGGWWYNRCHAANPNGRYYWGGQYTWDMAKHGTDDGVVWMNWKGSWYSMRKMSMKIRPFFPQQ
# FXN GAA850 act – activators of GAA850 frataxin (FXN) promoter; HEK293 lucGAA850 FXN promoter luciferase reporter, 24 h; percent of 10 µM SAHA response; activation, % at 6 µM; 360,000 compounds, 0.56% hits;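 active = activation above the average of all compounds screened plus 3 SD, cutoff fixed separately per campaign, cut at about 7.5% in these data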;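 also: 0% = DMSO wells and 100% = 10 µM SAHA wells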
# Starred values were filed as active, the others as inactive; . = no result given.
1) CCN1CCN(C(=O)C2(NC(=O)Nc3cccc(F)c3)CCCCC2)CC1
2) NC1=C([N+](=O)[O-])C(c2ccc(F)cc2)C2=C(CCCC2=O)O1 (stereo not given)
3) COc1ccc(CN2CCN(Cc3cccc(OC)c3)C(CCO)C2)cc1 (stereo not given)
4) CC1(C)OC2CC3C4CCC5=CC(=O)C=CC5(C)C4(F)C(O)CC3(C)C2(C(=O)CO)O1 (stereo not given)
5) COc1ccc(N(C(=O)CNC(=O)c2ccco2)C(C(=O)NCC2CCCO2)c2ccccc2)cc1 (stereo not given)
6) NNC(=O)/C(=C\c1ccco1)NC(=O)c1ccco1
7) C[C@H]1CN([C@@H](C)CO)C(=O)c2cc(-c3cccc(F)c3)cnc2O[C@@H]1CN(C)S(C)(=O)=O
8) CCc1ccc(-c2cnc3ccccc3n2)cc1NC(=O)CNC(=O)c1ccccc1
compound no.	1	2	3	4	5	6	7	8
GC-A act	2	0	2	3	-2	2	-2	1
KLK7 zymogen act	0.2	-0.1	0.8	-0.6	-0.5	0.5	0.2	1.2
rCAG RNA binder	0	2	-10	1	1	0	-1	2
sPLA2-III inh	3	12	1	-8	12	-2	4	8
GC-B act	3	-2	2	-1	-5	0	4	4
ADAM10 inh	8	-28	3	-1	6	2	-2	-1
ARFGAP1 inh	-4	2	-8	5	-6	3	8	5
ASAP1 GAP inh	-1	-5	-3	-2	-6	-6	-9	2
Tn6 DDE FP	-2	2	7	1	-11	-4	-8	1
FXN GAA850 act	0.1	1.8	0.8	0.5	-0.6	1.4	0.1	3.1

# Part of the list above, with two lines to a compound:
# Order of results – GC-A act	KLK7 zymogen act	rCAG RNA binder	sPLA2-III inh	GC-B act	ADAM10 inh	ARFGAP1 inh	ASAP1 GAP inh	Tn6 DDE FP	FXN GAA850 act
1: CCN1CCN(C(=O)C2(NC(=O)Nc3cccc(F)c3)CCCCC2)CC1
  2	0.2	0	3	3	8	-4	-1	-2	0.1
2: NC1=C([N+](=O)[O-])C(c2ccc(F)cc2)C2=C(CCCC2=O)O1 (stereo not given)
  0	-0.1	2	12	-2	-28	2	-5	2	1.8
3: COc1ccc(CN2CCN(Cc3cccc(OC)c3)C(CCO)C2)cc1 (stereo not given)
  2	0.8	-10	1	2	3	-8	-3	7	0.8

# Continuation.
9) COc1cc2sc3ccc(C#Cc4ccccn4)cc3c(=O)c2cc1OC
10) Cc1ccc(S(=O)(=O)N2CCCC2CNC(=O)C(=O)NCc2cccs2)cc1 (stereo not given)
11) O=C(NCCC(=O)N1CCN(S(=O)(=O)c2ccccc2)CC1)c1ccc(Br)cc1
12) COC(=O)C1=C(C)N(c2ccc(OC)c(OC)c2)C(=O)/C1=C\c1ccco1
13) COc1ccc(OC)c(-n2c(Cn3c(-c4ccccn4)nc4ccccc43)n[nH]c2=S)c1
14) CCOc1c(O)ccc(C2NC(=O)NC(C)=C2C(=O)OC)c1[N+](=O)[O-] (stereo not given)
15) COc1cc(C(=O)N(Cc2ccco2)Cc2cc3ccccc3[nH]c2=O)cc(OC)c1OC
16) CCNCCC(CCC(C)C)c1ccc2c(c1)OCO2 (stereo not given)
compound no.	9	10	11	12	13	14	15	16
GC-A act	0	-3	-3	0	-1	1	-7	-29
KLK7 zymogen act	-4.5	0.0	0.3	0.2	0.5	0.1	0.1	0.4
rCAG RNA binder	8	-1	-4	2	0	0	1	3
sPLA2-III inh	-2	-9	-1	6	-3	-3	-1	-4
GC-B act	-2	3	-5	6	-3	-2	-4	-29
ADAM10 inh	-71	-2	-7	-5	-3	0	3	0
ARFGAP1 inh	12	-12	10	-4	13	0	-2	17
ASAP1 GAP inh	31*	-4	-1	8	-3	-1	0	-3
Tn6 DDE FP	2	-3	6	-1	-1	-1	-7	2
FXN GAA850 act	7.5	-0.7	-1.6	2.4	0.1	0.5	-1.6	-1.0

17) COC(=O)c1c(C)c2c(C)cc3ccccn3c-2c1C(=O)OC
18) CC(C)[C@H](NC(=O)[C@@H]1Cc2c([nH]c3ccccc23)C2c3ccccc3C(=O)N21)C(=O)N1CCC[C@H]1C(=O)O (stereo not given in full)
19) COc1cc(C(=O)OCC(=O)N2c3ccccc3NC(=O)C2(C)C)ccc1OCC(C)C
20) CC(C)(C)Cc1c(-c2cccc(Br)c2)nc2ccc(Br)cn12
21) O=C(c1cccc(F)c1)N1CCCC(C(=O)N2CCCCC2)C1 (stereo not given)
22) COc1ccc2ccccc2c1C=NNC(=O)CN1CCN(Cc2ccccc2)CC1
23) CCOc1ccccc1NC(=O)c1ccc(OCC(=O)N2CCOCC2)c(OC)c1
24) C/C(=C/c1ccccc1)C(=O)N1CCN(c2ccccc2F)CC1
compound no.	17	18	19	20	21	22	23	24
GC-A act	4	-1	4	-3	1	-6	-2	1
KLK7 zymogen act	1.7	0.4	0.6	0.2	0.1	0.1	-0.1	-0.1
rCAG RNA binder	1	17	-7	8	-3	0	3	-6
sPLA2-III inh	12	-11	-5	-7	2	-2	2	-3
GC-B act	0	2	6	-3	1	-2	3	0
ADAM10 inh	-19	-53	4	-15	0	-6	-5	12
ARFGAP1 inh	-11	19	-1	-7	-10	.	-9	7
ASAP1 GAP inh	-4	-3	-3	2	-8	.	-4	1
Tn6 DDE FP	-2	0	3	2	8	0	-3	-7
FXN GAA850 act	2.0	-1.5	1.3	.	1.0	.	-0.9	1.2

25) CN(C)c1ccc(NC2=C(Cl)C(=O)c3ccccc3C2=O)cc1
26) COc1cccc(-c2nn(-c3ccc(C)cc3)cc2C(=O)NCC(c2cccs2)N2CCOCC2)c1 (stereo not given)
27) O=C(CCNC(=O)c1ccc([N+](=O)[O-])cc1)Nc1cccc(S(=O)(=O)N2CCCCC2)c1
28) CS(=O)(=O)N1CCc2ccc(NC(=O)C3CCCO3)cc2C1 (stereo not given)
29) Cc1cccc(C)c1NC(=S)NN1CCN(C)CC1
30) CC(C)CNC(=S)NNC(=O)c1csc2ccccc12
31) CCCCN(C)C(=O)C1CCN(Cc2ccccn2)CC1
32) CNS(=O)(=O)c1ccc(NC(=O)c2ccc(Cl)cc2Cl)cc1
compound no.	25	26	27	28	29	30	31	32
GC-A act	8	0	1	0	1	4	0	1
KLK7 zymogen act	0.8	0.4	0.8	0.2	0.2	-0.2	0.5	-0.2
rCAG RNA binder	3	4	9	-4	-2	3	-3	1
sPLA2-III inh	15	-21	-10	8	-3	-1	0	-7
GC-B act	13	1	1	-2	9	0	0	4
ADAM10 inh	-8	13	5	-10	1	0	5	3
ARFGAP1 inh	10	3	-6	-4	-5	2	-1	0
ASAP1 GAP inh	7	-14	-2	2	-9	14	-3	-6
Tn6 DDE FP	-1	-7	5	-1	-5	-1	-4	5
FXN GAA850 act	-4.9	-0.7	0.3	0.3	-0.7	-0.8	-0.4	2.2

33) N/C(=N\OC(=O)C12CC3CC(CC(C3)C1)C2)c1ccncc1
34) O=C1c2ccccc2C(=O)C1c1nccc2ccccc12
35) CC(Sc1nncs1)C(=O)NCC(=O)Nc1ccc(F)c(F)c1F (stereo not given)
36) N#CC1(c2ccccc2)CCN(S(=O)(=O)c2ccc(OC(F)(F)F)cc2)CC1
37) CC(C)Cn1c(N)c(C(=O)COC(=O)COc2cccc(C(F)(F)F)c2)c(=O)n(C)c1=O
38) COc1ccc(CNC(=O)CCC(=O)n2ncc3cc(C)ccc32)cc1
39) CC(=O)c1ccc(N=Nc2ccc(N(C)C)cc2)cc1
40) CCCCOC(=O)c1ccc(-c2ccc(/C=N/NC(=S)NCC)o2)cc1
compound no.	33	34	35	36	37	38	39	40
GC-A act	3	1	2	-1	0	-1	5	11
KLK7 zymogen act	0.2	0.2	-0.5	0.0	-0.5	0.0	-0.4	-7.3
rCAG RNA binder	-2	6	-2	-5	-6	3	2	2
sPLA2-III inh	-4	1	1	7	-1	-1	11	0
GC-B act	2	-10	-1	3	0	-1	-5	10
ADAM10 inh	-3	8	1	8	5	-7	9	-46
ARFGAP1 inh	-7	2	8	7	4	-7	15	-10
ASAP1 GAP inh	4	6	-11	5	0	-2	14	2
Tn6 DDE FP	-1	-7	-4	10	1	-4	3	-2
FXN GAA850 act	3.2	4.5	-0.4	-0.6	-0.1	0.7	4.5	2.1

# Two compounds from above, showing only GC-B act.
no. | SMILES | GC-B act
39 | CC(=O)c1ccc(N=Nc2ccc(N(C)C)cc2)cc1 | -5
40 | CCCCOC(=O)c1ccc(-c2ccc(/C=N/NC(=S)NCC)o2)cc1 | 10

# Further records follow.
41) CN(C)S(=O)(=O)c1ccc(C(=O)N2CCN(S(=O)(=O)c3cccs3)CC2)cc1
42) CC(C)C(=O)C1=Cc2cccc([N+](=O)[O-])c2OC1N1CCOCC1 (stereo not given)
43) CN(CC(=O)Nc1ccc(F)c(F)c1F)C(=O)C1CC(=O)N(C2CCCC2)C1 (stereo not given)
44) COP(=O)(OC)C(Nc1cc(Cl)cc(Cl)c1)c1cccc(O)c1 (stereo not given)
compound no.	41	42	43	44
GC-A act	-1	-1	1	-19
KLK7 zymogen act	0.6	-0.4	0.0	0.2
rCAG RNA binder	-1	5	-3	-8
sPLA2-III inh	-1	-4	-1	-28
GC-B act	7	-4	3	-9
ADAM10 inh	-4	-19	-2	2
ARFGAP1 inh	6	7	5	-2
ASAP1 GAP inh	10	-7	6	10
Tn6 DDE FP	1	3	-1	0
FXN GAA850 act	-1.1	2.5	-2.6	2.0

# Screening results deposited in PubChem by several laboratories.
